# Glioma ERSR ind = inducers of ER stress response in human glioma cells | Potency, µM, inactives show at the top dose activation, hits mostly activators | 0.02% of 420,000 active | U87-MG GRP78 promoter luciferase reporter, 16 h; also: potency is read from the fitted curve at half-maximal effect; series mostly up to about 76 µM; % of control where 0% means no effect; nearly all actives have a fitted effect of over 35% in size
#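 ERSR induction read as luciferase luminescence (Bright-Glo, 10 min at room temperature) in stably transfected human U87-MG glioma cells exposed to compounds for 16 h, using GRP78 as sensor.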
# ALOX12 inh = inhibitors of human 12S-lipoxygenase ALOX12 | P18054 | purified 12hLO, xylenol orange hydroperoxide absorbance | Potency, µM (series often up to 108 µM), for inactives: at the highest dose activity change, negative = inhibition, most hits filed as inhibitors | 1.1% of 580,000 active; also: potency is read from the fitted curve at half-maximal effect; % is scaled to controls: 0 for no effect and ±100 for the full control effect
#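 Purified human 12hLO (150 nM final) in 25 mM Hepes, 0.01% Triton X-100, pH 7.0 was preincubated 15 min at room temperature with compound. Then 40 uM arachidonic acid was added, 30 min. Hydroperoxide was read by Fe-XO absorbance ratio 573/405 nm.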
# RGS4 inh = blocks human RGS4-accelerated GTP hydrolysis. 0.039% of 390,000 active. P49798. Potency, µM (highest dose often 114 µM), for inactives: at the top dose activity change, negative = inhibition, usual class: inhibitors. Transcreener GDP fluorescence polarization, RGS4-accelerated GTP hydrolysis. AID 504845; also: potency is read from the fitted curve at half-maximal effect; % is scaled to controls: 0 for no effect and ±100 for the full control effect; nearly all actives have a fitted effect of over 75% in size; some results filed as inactive show a strong effect at the top dose
# Target sequence (P49798 whole entry, looked up): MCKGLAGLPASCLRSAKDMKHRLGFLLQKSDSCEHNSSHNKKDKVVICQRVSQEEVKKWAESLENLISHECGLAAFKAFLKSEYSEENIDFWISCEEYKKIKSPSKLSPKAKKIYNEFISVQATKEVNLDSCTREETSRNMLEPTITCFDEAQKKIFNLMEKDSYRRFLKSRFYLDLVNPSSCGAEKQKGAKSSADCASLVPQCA
#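 MLSMR compounds (23 nl, pin-transferred) preincubated 10 min at room temperature with a 500nM (2x) first reagent, then RGS4 at 900nM (2x) plus Transcreener GDP mix added; fluorescence polarization (620/688 nm) read before and after 90 min at 30 °C.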
# D2 ag = D2 dopamine receptor (human) agonism | activation, % at 2 µM | P14416 | AID 485358 | 0.53% of 340,000 active | HEK293 T-REx D2 cells, calcium flux agonist mode;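 active = activation over 3 SD above normal in the single-dose calcium agonist read, cut at about 30% in these data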; also: 0% is about no effect
# Target sequence (P14416 whole entry, looked up): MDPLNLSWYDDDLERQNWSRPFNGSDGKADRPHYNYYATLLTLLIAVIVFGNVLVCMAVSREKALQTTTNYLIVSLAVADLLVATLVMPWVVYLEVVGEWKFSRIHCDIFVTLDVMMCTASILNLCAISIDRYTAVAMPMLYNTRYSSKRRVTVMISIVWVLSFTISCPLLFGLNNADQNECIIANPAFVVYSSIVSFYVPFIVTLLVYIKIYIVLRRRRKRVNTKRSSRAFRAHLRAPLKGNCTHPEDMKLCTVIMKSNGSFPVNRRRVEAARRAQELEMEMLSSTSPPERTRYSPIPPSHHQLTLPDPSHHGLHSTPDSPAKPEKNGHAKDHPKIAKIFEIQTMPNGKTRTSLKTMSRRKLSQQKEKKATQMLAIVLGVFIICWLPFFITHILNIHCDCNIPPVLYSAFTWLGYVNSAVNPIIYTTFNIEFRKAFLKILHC
#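 HEK293 Trex D2 cells, tetracycline-induced, o/n 30 C 5% CO2; no-wash Ca dye, RT 30–90 min; 10-cycle baseline, 23 nl cpd added, kinetic Ca read 180 s; agonist hits = positive Ca response.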
# LDHA inh = LDHA (human) enzyme inhibition; P00338; purified LDHA, NADH/diaphorase-resazurin fluorescence; hits give low values; activity change, % (values are at about 110 or 230 µM); 0.15% of 480,000 active; in the data active = activity change below about -30%; inconclusive = mostly about -25% to -30%;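 also: plate controls were DMSO wells for no effect and wells without enzyme for full effect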
#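 Human LDH5 (2 nM) was incubated with 0.06 mM NADH and 0.2 mM pyruvate for 5 min at room temperature in Tris pH 7.4. Remaining NADH was coupled through diaphorase/resazurin, and resorufin fluorescence was read at 0 and 20 min.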
# Vif-APOBEC3G blk = inhibitors of Vif-APOBEC3G interaction. Q9HC16. HeLa A3G-eYFP + Vif (tagged APOBEC3G with the HIV-1 protein that degrades it), YFP fluorescence, overnight. Potency, µM (highest dose often 46.1 µM), inactives show at the top dose activity, negative = active, actives largely listed as inhibitors. 0.076% of 410,000 active. AID 602310;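 also: potency is read from the fitted curve at half-maximal effect; % is scaled to controls: 0 for no effect and ±100 for the full control effect; nearly all actives have a fitted effect of over 60% in size; hits raise eYFP signal because A3G escapes Vif-driven loss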
# Target sequence (Q9HC16 whole entry, looked up): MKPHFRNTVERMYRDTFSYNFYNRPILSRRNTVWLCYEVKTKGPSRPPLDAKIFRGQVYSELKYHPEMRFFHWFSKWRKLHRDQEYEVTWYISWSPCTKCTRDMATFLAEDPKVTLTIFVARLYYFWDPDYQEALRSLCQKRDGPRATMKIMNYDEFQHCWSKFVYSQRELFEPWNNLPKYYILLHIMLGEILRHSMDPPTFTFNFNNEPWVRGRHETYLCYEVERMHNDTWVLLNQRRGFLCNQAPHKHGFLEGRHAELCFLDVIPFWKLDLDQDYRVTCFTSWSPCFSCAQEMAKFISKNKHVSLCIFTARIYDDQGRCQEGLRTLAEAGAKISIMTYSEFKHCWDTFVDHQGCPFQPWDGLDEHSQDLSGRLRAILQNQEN
#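 Read-out is eYFP fluorescence (Ex 488/Em 500-530) from Vif-expressing HeLa A3G-eYFP cells; more signal means A3G escaped Vif-mediated degradation. Cells plated overnight, compound pinned in, incubated overnight at 37 deg C.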
# Vif-A3F inh = blocks the Vif interaction with APOBEC3F; HeLa A3F-eYFP + Vif (tagged APOBEC3F with the HIV-1 protein that degrades it), YFP fluorescence increase; Potency, µM (doses to about 46.1 µM), without a hit: at the highest dose activity, negative = active; 0.2% of 390,000 active; also: potency is read from the fitted curve at half-maximal effect; % of control where 0% means no effect; nearly all actives have a fitted effect of over 65% in size
#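 Fluorescence increase (Ex 488/Em 500-530) after overnight compound treatment at 37 deg C flags inhibition of Vif-driven A3F-eYFP loss in stable HeLa A3F-eYFP/Vif cells seeded overnight beforehand.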
# D2 antagonist = antagonists of human D2 dopamine receptor; P14416; HEK293 TREx D2 cells, calcium flux, dopamine EC80; inhibition, % at 10 µM; 2% of 340,000 active; in the data active = inhibition above about 30%; also: 0% is about no effect
#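 Antagonism is scored as inhibition of an EC80 dopamine-evoked calcium signal in a force-coupled, tetracycline-inducible HEK293 T-REx D2 line, with compound present 180 s before agonist.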
# ERG Ets-DNA blk = blocks human ERG Ets domain binding to DNA; P11308; Potency, µM (highest dose often 76.9 µM), for the others: at the top dose FP activity, negative = inhibition, most hits filed as inhibitors; AID 624246; fluorescence polarization, His-ERG Ets domain / labelled DNA; 0.028% of 370,000 active; active = well fitted inhibition curve with a large enough effect in the polarisation, with a control signal flat; inconclusive = small, poorly fitted or top-dose-only effect, or effect the other way, or a change in a side signal; inactive = no such curve, though single readings can be large or run the other way; the % refers to the polarisation;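 also: polarization taken with two DNA probes labelled with fluorescein and Texas red; potency is read from the fitted curve at half-maximal effect; % of control where 0% means no effect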
#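 His-tagged ERG Ets domain (1 uM in the protein solution; 300mM KCl, 50mM Tris-HCl, 1mM EDTA, 1mM DTT, pH 7.5) received compound, then a probe mix of 5 nM fluorescein-DNA and 100nM Texas-615-DNA. Fluorescence polarization was read for both dyes.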
# * = called active by the depositor; ? = inconclusive; / = not tested or not shown; & = joins results of further samples; [ ] = another dose, or the depositor's remark. Unless noted, calls follow the shape of the dose curve; as a rule, active = well fitted curve in the direction sought with a large enough effect; inconclusive = small, poorly fitted or top-dose-only effect, or another doubt; inactive = no such curve, though single readings can be large; an effect the other way counts as inactive or inconclusive. Some of the compounds tested, so the mix of outcomes need not match the whole.
# Sequence of screens – Glioma ERSR ind	ALOX12 inh	RGS4 inh	D2 ag	LDHA inh	Vif-APOBEC3G blk	Vif-A3F inh	D2 antagonist	ERG Ets-DNA blk
> O=C1CCCC2=C1C(c1ccccc1O)C1=C(CCCC1=O)O2
  2%	1%	26%	0.6	-4	3%	0%	-3	5%
> Cc1cccc(NC(=O)c2c(-c3ccccc3)noc2C)n1
  -5%	-6%	17%	1.3	-4	2%	3%	8	-6%
> NC(=O)C1CCN(C(=O)CCC(=O)c2ccc(Br)cc2)CC1
  0%	?	5%	0.4	-5	-1%	6%	4	10%
> COc1ccc(NC(=O)c2cc(C3CCCCN3C(=O)CCCc3ccccc3)on2)c(C)c1 (stereo not given)
  -4%	?	/	/	-7	-3%	/	/	/
> CCOc1cccc2sc(NC(=O)c3ccc(Br)s3)nc12
  0%	-27%	2%	-0.5	0	-1%	-2%	9	16%
> O=C(NCCOc1ccccc1)C1CCN(C(=O)Nc2ccccc2)CC1
  -4%	-4%	/	/	-2	-6%	1%	/	/
> COc1cccc(CC(NC(C)=O)C(=O)NC2CCN(C(=O)C3CC3)CC2)c1OC (stereo not given)
  -1%	0%	-48%[56.9 µM]	1.0	0	6%	-7%	-9	-5%
> O=C1C=C(c2cc3ccccc3s2)CCC1
  4%	-2%	-16%	/	-1	1%	0%	/	24%
> O=C(CNC(=O)c1cccc(F)c1)OCc1cc(=O)n2cc(Br)ccc2n1
  -2%	-12%	2%	0.4	-7	0%	6%	0	0%
> O=C(OCC(=O)N(C1CCCCC1)C1CCCCC1)c1cnccn1
  -4%	0%	-2%[11.4 µM]	-0.3	-2	-3%	1%	4	10%
> O=c1c2ccccc2n2c(-c3ccc(C(F)(F)F)cc3)nnc2n1Cc1ccccc1
  -3%	-23%	-16%	0.6	-2	-7%	7%	3	-3%
> Cc1ccc(-c2nnc(-c3ccncc3)n2-c2ccc(C)cc2)cc1
  4%	0%	10%	-0.5	2	-1%	1%	2	5%
> Cc1ccc(CNc2nc(NC(C)C)nc3ccsc23)c(C)c1
  -4%	?	/	/	-9	0%	/	/	/
> Cc1ccc(-c2cc([C@H]3[C@H]4C=CC[C@@H](C)[C@@H]4C(=O)N3Cc3ccccc3)ccc2F)cc1
  -5%	-7%	9%	-0.6	0	-1%	-3%	-17	-1%
> CCOC(=O)N1CCN(c2nc(-c3ccc(F)cc3)cs2)CC1
  10%	0%	-7%	-2.0	-1	-7%	0%	12	0%
> N/C(=N\OC(=O)Cc1ccc(-c2ccccc2)cc1)c1cccnc1
  -2%	15%	5%	0.1	-5	0%	-6%	5	-1%
> O=C(NCC1CCCO1)c1sc2ccccc2c1Cl (stereo not given)
  0%	5%	25%	-0.6	-10	-3%	5%	-3	-1%
> CCc1ccc(NC(=O)CC2C(=O)N(c3ccc(Cl)cc3)C(=O)N2Cc2ccco2)cc1 (stereo not given)
  1%	-74%	-4%	1.0	-6	-7%	0%	/	1%
> Cc1ccccc1NC(=O)c1oc(=O)c2ccccc2c1-c1ccccc1
  1%	-20%	27%	-0.6	-7	1%	-6%	5	-3%
> COc1c(F)c(F)c(C(=O)Nc2ccc(NC(=O)c3ccco3)cc2)c(F)c1F
  -6%	-4%	-26%	-0.5	-7	0%	2%	9	5%
> CN(C[C@H](Cc1ccccc1)N(C[C@H](Cc1ccccc1)N(CCC(C)(C)C)N=O)N=O)N=O
  -5%	4%	-20%	0.0	-1	-1%	-2%	-4	25%
> O=C(NCC(c1cccs1)N1CCOCC1)c1ccco1 (stereo not given)
  -2%	-5%	17%	0.7	-20	?	2%	10	1%
> COc1ccc(-c2noc(CCC(=O)Nc3cccc(C(=O)NC4CC4)c3)n2)cc1OC
  7%	-3%	/	/	-7	-10%	-12%	/	/
> Cn1c(=O)c2c(nc(SCC(=O)OCc3ccccc3)n2C)n(C)c1=O
  -5%	10%	-32%	0.7	-6	0%	-7%	-3	/
> CCCCC(=O)N1C/C=C\C(c2ccc(OC)cc2)N(Cc2ccc(F)cc2)C(=O)C1 (stereo not given)
  -3%	4%	10%	0.1	-1	3%	-1%	16	4%
> Cn1cccc1/C=C(/C#N)C(N)=S
  -1%	?	-1%	-1.1	-1	-4%	13%	-5	-9%
> Cc1ccc(CNC(=O)COC(=O)[C@@H]2CC(O)CN2S(=O)(=O)c2ccc3c(c2)OCCO3)cc1 (stereo not given in full)
  -4%	-23%	1%	/	-9	1%	1%	/	0%
> O=C(N/N=C/c1cc(Br)cc(Br)c1O)c1ccncc1
  -3%	?	-24%	11	13	1%	?	3	2%
> CC(C)CCNC(=O)c1c[nH]c2ccc(S(=O)(=O)N3CCOCC3)cc2c1=O
  0%	0%	9%	-0.2	-23	-14%	5%	7	-8%
> O=C(COC(=O)/C=C/c1ccccc1Cl)NCCc1ccc(Cl)cc1Cl
  -3%	-28%	-33%	-1.7	-2	1%	2%	8	-17%

# One compound at a time (already shown). Values in the order: Glioma ERSR ind	ALOX12 inh	RGS4 inh	D2 ag	LDHA inh	Vif-APOBEC3G blk	Vif-A3F inh	D2 antagonist	ERG Ets-DNA blk
# Profile of CCOc1cccc2sc(NC(=O)c3ccc(Br)s3)nc12 = 0%	-27%	2%	-0.5	0	-1%	-2%	9	16%
# Profile of O=C1CCCC2=C1C(c1ccccc1O)C1=C(CCCC1=O)O2 = 2%	1%	26%	0.6	-4	3%	0%	-3	5%

# Later entries:
# Sequence of screens – Glioma ERSR ind	ALOX12 inh	RGS4 inh	D2 ag	LDHA inh	Vif-APOBEC3G blk	Vif-A3F inh	D2 antagonist	ERG Ets-DNA blk
> COCn1c(=O)c2c(nc(SC3=NCCS3)n2Cc2ccccc2C)n(COC)c1=O
  -3%	-11%	-6%	/	2	-2%	2%	/	-11%
> CCC(=O)N1CCc2cc(S(=O)(=O)NCCC(=O)NC3CCCc4ccccc43)ccc21 (stereo not given)
  -5%	0%	17%	0.4	4	0%	2%	-4	-6%
> CC(=O)Nc1ccc(S(=O)(=O)NCC(=O)NNC(=O)COc2ccccc2Cl)cc1
  -3%	-2%	-9%	0.4	-2	-3%	4%	-9	5%
> COc1ccc2oc(=O)c(-c3csc(Nc4cccc(O)c4)n3)cc2c1
  3%	-22%	?	-0.7	2	-7%	-2%	4	?
> O=S1(=O)N=CN(Cc2cccc(F)c2)c2ccccc21
  -4%	-2%	-26%	-0.3	1	-7%	-4%	-10	2%
> CC(NC(=O)CC1Sc2ccccc2NC1=O)c1ccccc1 (stereo not given)
  7%	-21%	-4%	2.8	-4	2%	15%	-16	-9%
> CCc1ccc(NC(=O)N(Cc2cccnc2)Cc2ccco2)cc1
  -4%	25%	28%	-0.5	-7	2%	-1%	-6	7%
> CCN(c1ccc(C)c(C)c1)S(=O)(=O)c1ccc2c(c1)CCN2C(=O)CCC(=O)O
  -4%	-11%	-30%	-1.5	-5	2%	-2%	1	-2%
> Cc1nc(-c2ccc(F)cc2)c(CC(=O)N2CCN(S(=O)(=O)c3cccc(F)c3)CC2)s1
  -3%	?	-14%	0.2	-1&-1	2%	-2%	7	?
> COc1ccc(C2Cc3ccccc3C(=O)O2)cc1 (stereo not given)
  -1%	-29%	-14%	-3.9	-3	-1%	-12%	-10	-1%
> CCCCC(=O)Nc1cccc(-c2csc(-c3ccccc3)n2)c1
  8%	-12%	4%	-0.1	5	-2%	1%	-8	1%
> O=C(COC(=O)c1cc(-c2ccco2)nc2ccccc12)NCc1ccc2c(c1)OCO2
  -9%	?	-2%	0.1	0	-10%	1%	-22	-9%
> Cc1ccc(CN(C(=O)COc2ccc(Br)cc2)C2CCS(=O)(=O)C2)o1 (stereo not given)
  -8%	39%[activator]	-52%[56.9 µM]	0.1	0	1%	-11%	-4	1%
> CC(C)C(C)(C#N)NC(=O)CN1C(=O)NC2(CCCc3ccccc32)C1=O (stereo not given)
  -5%	-5%	-16%	0.0	-2	1%	-4%	-14	4%
> C/C(=N/OCC(=O)Nc1ccccc1)c1cccs1
  4%	0%	-4%	/	-9	-2%	-4%	/	-5%
> CN(C1CCS(=O)(=O)C1)S(=O)C12CC3CC(CC(C3)C1)C2 (stereo not given)
  -2%	?	-22%	-3.3	-4	-2%	-7%	-13	2%
> COc1ccc(Nc2c3c(nc4ccc(NC(=O)c5cc(Cl)ccc5OC)cc24)CCCC3)cc1OC
  -11%	-34%	-21%	/	2	?	-3%	/	-1%
> COc1cccc(Nc2nc(N)nc(CCl)n2)c1
  12%	154%[activator]	5%	0.5	4	-19%	2%	3	-7%
> Cc1ccccc1OCc1nc2ccccc2c(=O)n1/N=C/c1cn[nH]c1-c1ccc(Br)cc1
  -1%	-11%	-4%	1.2	0	-3%	-2%	-5	/
> O=C1CC(=O)N(CCc2ccc(F)cc2)C(=O)N1
  -4%	?	?	0.3	-12	-6%	5%	-18	1%
> CCCN(CC(=O)Nc1ccccc1C)C(=O)c1ccc(OCC(=O)N2CCOCC2)c(OCC)c1
  -1%	49%[activator]	-7%	/	-1	2%	0%	/	-8%
> N#CCCSCc1ccc2oc(C(=O)O)cc2c1
  -3%	-6%	16%	/	-5	1%	-5%	/	-8%
> O=C(/C=C/c1c[nH]c2ccccc12)c1ccccc1
  10%	?	-18%	4.6	1	?	-12%	-17	2%
> CN1CCN(C2=Nc3cc(F)ccc3Cc3ccccc32)CC1
  -5%&-2%	-15%	/	1.0	/	/	/	33*	/
> CCC(Oc1ccc(C)cc1)C(=O)Nc1ccc(S(=O)(=O)Nc2nccs2)cc1 (stereo not given)
  -3%	-18%	-9%	2.2	-6	-3%	-13%	14	-10%

# Bioassay records (PubChem)
